PKA-R1A activ: activators of PKA-R1A holoenzyme, primary screen, biochemical, fluorescence polarization, Cy5-IP20, bovine R1A, mouse PKAc; cAMP-dependent protein kinase type I-alpha regulatory subunit (Bos taurus) + …; PKA-R1A dissociation; scaled: DMSO 0%, 113 µM cGMP 100%; activation, % at 11.4 µM; 340,000 compounds, 0.083% hits; AID 504707, 2011;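 active means percent activation above the mean of all tested compounds plus 3 SD, cut at about 19% in these data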;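 further: higher means more PKAc released from R1A so a rise in polarization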
HTR5A ag: HTR5A agonists in luminescence cell assay, primary screen, counter-screen for OPRM1-OPRD1 heterodimer agonist project, full-deck HTS. AID 504692, 2011. cell-based. 340,000 compounds, 0.61% hits. activation, % at 9.3 µM; in the data active means activation mostly above about 9.5%, no sharp cut-off; inactive means mostly below about 7.6%;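 further: 0% = cells with vehicle only and 100% = reference agonist; strong numbers were not always called active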
Tat transport: E. coli Tat export inhibitors, primary screen, MC4100, TorA-mCherry reporter, fluorescence, single point; inhibition, % at 10 µM; 340,000 compounds, 0.036% hits;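 active means mean replicate inhibition at least 50% and at least half of replicates individually reaching 50%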;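 further: exported cargo escapes ClpAP degradation while cytoplasmic cargo is degraded and loses fluorescence; 0% = median of neutral control wells and 100% = median of NaSCN control wells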
AddAB inh: growth inhibition of E. coli expressing H. pylori AddAB, primary screen, AddAB inhibitor project, absorbance | inhibition, % at 11.9 µM | 330,000 compounds, 0.29% hits; in the data active means inhibition above about 12%;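 further: 0% = vehicle wells of infected cells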
SUMO Mot1 rescue: yeast Mot1-301 growth rescue at high temperature, primary screen, SUMOylation pathway inhibitor project, S. cerevisiae, ATP luminescence, 38.5C. growth rescue, % at 18.8 µM. S. cerevisiae Mot1-301 growth rescue; percent above DMSO median, 100 means doubled. 320,000 compounds, 1% hits;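 active means every valid replicate shows activation above 250% relative to neutral control wells; inactive means the rest, any valid replicate at or below 250%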;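 further: OY570 slx delta 5 strain wells were the positive control but not used for scaling; some compounds called inactive have numbers as strong as hits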
CDK5 p35 inh: inhibitors of human CDK5/p35 kinase, primary screen, biochemical, single concentration | Recombinant CDK5/p35, ADP-Glo luminescence, 60 min | 330,000 compounds, 0.01% hits | AID 488839, 2010 | Cyclin-dependent kinase 5 (Homo sapiens) + Cyclin-dependent kinase 5 activator 1 (Homo … | inhibition, % at 10 µM;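 active means highest replicate inhibition of at least 50% and at least 75% of replicates reaching 50%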;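 further: plate controls were DMSO neutral control for no effect and GW8510 at 10 µM for full effect; many of its hits are not listed in these tables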
phage Ecoli inh: growth loss of phage-infected E. coli, primary screen, RecBCD inhibitor project, absorbance, with phage, HTS; inhibition, % at 11.9 µM; 360,000 compounds, 0.26% hits; in the data active means inhibition above about 11%
DAGLB inh: DAGLB lipase inhibitors, primary screen, biochemical, fluorescence, HTS; Diacylglycerol lipase-beta (Homo sapiens), Q8NCG7; HEK293T DAGLB membrane lysate, EnzChek fluorogenic substrate; inhibition, % at 5.17 µM; 340,000 compounds, 0.059% hits; AID 504411, 2011; in the data active means inhibition above about 34%;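 further: 0% = enzyme with vehicle and 100% = wells lacking enzyme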
Target sequence (Q8NCG7 whole entry, looked up): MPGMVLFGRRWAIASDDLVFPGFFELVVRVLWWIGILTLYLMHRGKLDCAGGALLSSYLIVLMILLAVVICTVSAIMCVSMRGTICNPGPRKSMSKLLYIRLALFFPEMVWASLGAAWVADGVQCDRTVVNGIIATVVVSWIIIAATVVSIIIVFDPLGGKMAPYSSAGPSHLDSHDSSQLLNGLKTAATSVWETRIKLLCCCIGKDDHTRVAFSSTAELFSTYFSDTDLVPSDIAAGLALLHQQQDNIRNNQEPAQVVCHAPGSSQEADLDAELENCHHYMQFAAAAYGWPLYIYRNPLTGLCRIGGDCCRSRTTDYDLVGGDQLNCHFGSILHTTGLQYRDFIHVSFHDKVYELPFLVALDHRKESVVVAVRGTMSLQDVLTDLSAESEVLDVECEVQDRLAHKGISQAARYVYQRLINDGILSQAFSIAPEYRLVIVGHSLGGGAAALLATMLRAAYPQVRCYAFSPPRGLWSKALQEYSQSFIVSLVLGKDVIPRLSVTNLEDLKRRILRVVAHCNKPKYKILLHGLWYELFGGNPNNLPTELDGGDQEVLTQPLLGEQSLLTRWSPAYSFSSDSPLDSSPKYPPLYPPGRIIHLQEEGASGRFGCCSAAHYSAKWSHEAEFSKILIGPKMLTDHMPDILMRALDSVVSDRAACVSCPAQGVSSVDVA
HTR5A inv ag: HTR5A inverse agonists in luminescence cell assay, primary screen, counter-screen for OPRM1-OPRD1 heterodimer inverse agonist project, full-deck HTS. inhibition, % at 9.3 µM. HTR5A cell line, inverse agonism. 340,000 compounds, 0.083% hits; in the data active means inhibition mostly above about 23%, no sharp cut-off; inactive means mostly below about 18%;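 further: 0% = cells with DMSO and 100% = no-cell wells with DMSO; some compounds called inactive have numbers as strong as hits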
E coli growth: E. coli V3065 growth inhibition, primary screen, counter-screen for AddAB inhibitor project, absorbance, OD600; 18 h; inhibition, % at 11.9 µM; 330,000 compounds, 0.27% hits;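 active means inhibition above the campaign's mean inhibition across all tested compounds plus 3 SD, cut at about 9.9% in these data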;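 further: uninfected addAB+ strain grown without phage in ampicillin broth; 0% = DMSO wells and 100% = ciprofloxacin 0.95 µg/ml wells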
PKA-R2B act: activators of PKA-R2B holoenzyme, primary screen, biochemical, fluorescence polarization, Cy5-IP20, human | 340,000 compounds, 0.079% hits | activation, % at 11.4 µM | cAMP-dependent protein kinase catalytic subunit beta (Homo sapiens) + cAMP-dependent … | PKA-R2B holoenzyme dissociation; R2B truncated from residue 108, S112A mutant; 0% DMSO only, 100% 113 µM cGMP;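 active means activation above a cutoff set at the mean over all compounds plus 3 SD, cut at about 18% in these data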;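 further: higher means more holoenzyme dissociation and a rise in polarization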
Target sequence (P31323 whole entry, looked up, other chains not shown, the tested form may be a part): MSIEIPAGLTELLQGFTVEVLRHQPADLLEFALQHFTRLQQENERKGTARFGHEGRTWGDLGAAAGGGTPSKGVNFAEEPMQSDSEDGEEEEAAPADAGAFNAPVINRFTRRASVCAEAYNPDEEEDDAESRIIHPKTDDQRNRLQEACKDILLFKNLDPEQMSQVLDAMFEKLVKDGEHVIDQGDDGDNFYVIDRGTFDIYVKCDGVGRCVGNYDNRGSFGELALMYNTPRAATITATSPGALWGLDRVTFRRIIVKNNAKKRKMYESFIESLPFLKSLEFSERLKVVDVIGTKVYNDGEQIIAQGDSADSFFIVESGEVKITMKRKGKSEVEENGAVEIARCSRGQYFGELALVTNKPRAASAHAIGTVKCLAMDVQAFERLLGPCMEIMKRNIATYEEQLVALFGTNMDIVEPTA
Active calls of the source: *; . = not tested or not shown.

Results follow in this order: PKA-R1A activ	HTR5A ag	Tat transport	AddAB inh	SUMO Mot1 rescue	CDK5 p35 inh	phage Ecoli inh	DAGLB inh	HTR5A inv ag	E coli growth	PKA-R2B act
- O=S(=O)(c1ccc2c(c1)N(Cc1ccc(Cl)cc1)C1CCCN21)N1CCOCC1 (stereo not drawn)
→ -7.2	0.3	-9.9	2.4	16.6	0.6	0.2	0.4	-0.2	-2.4	-8.2
- CCCN1C(=O)C2C(C(=O)Nc3cccc(OC)c3)C3C=CC2(O3)C1C(=O)NC1CCCCC1 (stereo not drawn)
→ -0.5	-3.5	1.8	1.5	-2.7	-0.1	2.6	1.1	-0.5	-0.6	-3.2
- O=C(c1cccs1)N1CCN(S(=O)(=O)N2CCCCC2)CC1
→ 0.7	2.9	5.3	0.0	-18.2	0.7	2.1	0.9	10.2	-1.2	-2.5
- COc1nc(NC(C)(C)C)nc(Oc2ccc(=O)n(C)n2)n1
→ 1.9	3.6	8.9	-0.6	-2.4	-2.5	-0.2	-1.5	-7.6	-2.5	4.9
- COc1ccc(C(=O)Nc2cc(C)nn2-c2cccc(F)c2)cc1
→ 0.3	1.8	3.9	2.2	-15.2	2.0	1.6	-1.2	-7.0	0.2	0.1
- COC(=O)c1sccc1NC(=O)c1ccccc1F
→ -9.6	-0.1	-2.3	-1.1	-10.8	-0.7	1.4	-9.9	0.2	-0.9	-3.0
- COC(=O)c1csc(S(=O)(=O)N2CCOCC2)c1OC
→ 11.8	-5.5	-20.1	0.9	-13.7	-2.2	3.3	-1.2	13.1	1.3	-6.6
- O=S(=O)(NCCSc1ccc(Cl)cc1)c1ccc2c(c1)OCCO2
→ -4.6	-2.9	18.4	5.2	-37.6	-2.6	3.5	-8.1	0.9	4.8	1.3
- Cc1cnc(C(=O)OCC(=O)c2c(N)n(CC(C)C)c(=O)n(C)c2=O)cn1
→ -8.2	-5.0	25.2	1.2	19.8	0.6	-0.6	2.5	13.5	-2.4	2.6
- Cc1ccc(NC(=O)CSc2nnc(-c3ccc(S(=O)(=O)N4CCCC4)cc3)o2)cc1C
→ 0.3	0.4	2.4	0.7	.	-1.1	-1.1	-2.1	-36.0	0.5	8.8
- Cc1ccn2c(NC(C)(C)C)c(-c3cccs3)nc2c1
→ 5.0	3.2	-0.6	3.1	7.8	0.9	4.4	0.2	-8.6	-0.5	4.5
- O=C(CCNS(=O)(=O)c1ccc(Cl)cc1)OCC(=O)N1CCN(C(=O)c2ccco2)CC1
→ 0.7	-2.0	-2.6	0.8	-21.5	0.8	1.1	-0.3	5.6	-0.3	-1.0
- CN(Cc1ccco1)C(=O)Cn1ncc2c([nH]c3ccccc32)c1=O
→ 1.2	-2.9	-2.2	-0.8	4.3	-0.3	6.1	-0.5	-14.2	-0.4	-5.8
- CCc1cccc2c(/C=N/NC(=O)c3cccc(S(=O)(=O)Nc4ccccc4Cl)c3)c[nH]c12
→ -4.4	1.6	4.5	4.0	5.0	1.1	3.2	6.1	-0.2	3.2	0.9
- CCOC(=O)Cc1csc(NC(=S)NC(=O)c2ccccc2Br)n1
→ -9.2	-4.0	15.9	0.0	14.6	0.1	0.9	-2.7	13.7	-1.4	6.6
- C=C(C)Cn1c(SCC(=O)N/N=C/c2ccccc2OCC(=O)O)nnc1-c1ccc(Br)cc1
→ 1.4	2.2	0.8	4.2	571.7*	1.0	2.7	-0.9	-31.4	1.8	-0.6
- CCOCCCNC(=O)c1cc(C)nn1-c1ccccc1
→ 4.5	0.6	-5.7	0.0	-0.1	-1.6	1.6	-2.4	-1.9	2.2	-2.4
- CCCOC1OC(=O)c2c1ccc(OC)c2OC (stereo not drawn)
→ 4.6	-0.1	4.1	-1.2	-17.4	0.3	3.1	1.5	1.1	-1.6	-5.8
- COc1cc2ccccc2cc1C(=O)N1CCN(C)CC1
→ 8.3	-0.2	-2.6	1.9	38.0	1.9	0.0	-1.8	-2.9	0.2	-0.7
- CC1CCCCN1C(=O)C(Cc1ccccc1)N1C(=O)C2CCCCC2C1=O (stereo not drawn)
→ 4.5	-5.7	3.8	-0.2	862.3*	-3.6	2.5	-1.7	15.2	-2.1	-0.8
- CCC(=O)N(Cc1ccco1)C1CC(=O)N(c2ccccc2)C1=O (stereo not drawn)
→ -5.0	1.6	1.1	0.5	-5.0	-1.8	4.3	-0.5	23.7	0.6	-4.4
- CSc1cc(-c2ccc(Cl)cc2)[nH]c(=O)c1C#N
→ 12.6	17.0*	-1.1	0.9	.	0.6	2.2	3.3	14.6	-0.4	1.9
- O=C(NCCc1c[nH]c2ccccc12)C(=O)NCC1OCCCN1S(=O)(=O)c1cc(F)ccc1F (stereo not drawn)
→ -14.3	36.0*	-5.9	0.7	6.5	-0.6	4.1	1.4	-150.7	0.8	-8.9
- CCOC(=O)N1CCN(S(=O)(=O)c2ccc3c(c2)NC(=O)CO3)CC1
→ -5.5	1.9	-2.1	.	.	-2.1	2.5	1.9	-7.8	.	-4.0
- CC(CN1CCCCC1)OC(=O)c1ccccc1F (stereo not drawn)
→ -6.3	2.2	-1.1	-0.3	7.0	2.7	0.9	-2.1	-8.1	0.3	0.1
- Cc1ccc2c(c1)COc1c3ccc(C(=O)N4CCOCC4)cc3nn1-2
→ 12.2	-2.6	-0.7	2.6	4.3	0.0	-1.9	1.0	-13.9	-1.0	10.3
- COc1ccc(C(=O)N2CCC(C(=O)N3CCN(c4ccccc4)CC3)CC2)cc1
→ 5.3	-2.5	-2.2	-0.5	-5.4	-0.4	1.1	-0.8	-17.4	1.3	6.9
- Cc1ccc2cc(CCNC(=O)CCCc3ccccc3)c(=O)[nH]c2c1C
→ -3.9	-3.7	-10.1	3.0	262.7	-0.4	0.2	0.8	-17.0	1.7	-10.5
- NC(=O)[C@@H]1CCCNc2c(F)cc([N+](=O)[O-])cc2C(=O)N[C@@H](CO)C(=O)N[C@@H](Cc2ccc(O)cc2)C(=O)N1
→ 2.4	8.5	-17.2	-0.2	-1.9	0.1	0.3	-0.5	-25.0	-0.6	1.3
- COCCCNCCOc1ccccc1-c1ccccc1
→ -6.0	4.0	-4.0	2.7	-12.6	-1.7	5.3	-1.6	-10.7	2.6	-1.5
- Fc1ccccc1Nc1nc(NCc2ccco2)nc(N2CCOCC2)n1
→ -5.7	-2.5	-0.3	4.7	-7.7	-2.3	4.1	-4.9	6.8	2.9	0.6
- C/C(=N/NS(=O)(=O)c1ccc(Cl)cc1)c1cccc(NC(=O)c2ccncc2)c1
→ -24.0	3.8	-6.3	-0.6	-9.9	0.9	2.3	-0.8	-2.4	3.5	-4.1
- CCOc1ccc(C(=O)OCC(=O)Nc2ccc3c(c2)OCCO3)cc1OC
→ 4.8	3.7	-1.4	0.1	10.8	-0.6	1.7	-2.1	-9.4	-1.9	-4.2
- c1ccc2cc(Cn3ccnc3)ccc2c1
→ -5.4	0.9	4.9	3.9	413.1*	-1.7	1.3	-0.6	-2.5	2.6	-0.2
- O=C(c1ccc(Cn2c(=S)[nH]c3cc4c(cc3c2=O)OCO4)cc1)N1CCN(c2ccccc2)CC1
→ -12.3	-3.1	0.9	0.1	9.0	-0.8	-2.5	6.7	-29.0	1.2	-5.1
- COC(=O)c1ccccc1NC(=O)Cn1ccnc1
→ -2.5	-5.8	1.2	3.3	-2.0	.	4.0	2.0	-20.8	1.1	13.8
- O=C(Nc1cc2ccccc2oc1=O)C1CCCCC1
→ 1.3	2.0	1.8	2.0	6.5	2.6	-0.2	0.7	11.2	-0.1	3.0
- CCOC(=O)N1CCN(C(=O)c2ccc3nc4ccsc4c(=O)n3c2)CC1
→ 1.2	-0.9	-5.9	5.0	-14.9	0.5	1.7	-2.4	2.3	-1.8	-5.9
- O=C1CC(c2cccs2)c2cc3c(cc2N1)OCO3 (stereo not drawn)
→ 7.9	-1.9	-12.6	0.5	-24.9	1.5	0.6	-0.1	4.8	-3.5	5.6
- Cc1cccc(C)c1NC(=O)CCS(=O)(=O)c1cccc2nsnc12
→ -5.5	-1.0	3.5	2.5	-12.2	1.4	-0.3	0.8	-5.5	-0.3	-9.7

Individual results from the list.
C=C(C)Cn1c(SCC(=O)N/N=C/c2ccccc2OCC(=O)O)nnc1-c1ccc(Br)cc1 – phage Ecoli inh: 2.7
CCOc1ccc(C(=O)OCC(=O)Nc2ccc3c(c2)OCCO3)cc1OC – Tat transport: -1.4

(cont.)
Results follow in this order: PKA-R1A activ	HTR5A ag	Tat transport	AddAB inh	SUMO Mot1 rescue	CDK5 p35 inh	phage Ecoli inh	DAGLB inh	HTR5A inv ag	E coli growth	PKA-R2B act
- Cc1ccc(-n2ncc3c(NNC(=O)Cc4ccccc4)ncnc32)cc1
→ -4.0	-1.9	-18.0	1.1	-8.4	-0.9	1.4	0.0	6.6	-0.3	-7.1
- NC(=O)Cc1ccc(Nc2nnc(-c3ccc(O)cc3)c3ccccc23)cc1
→ 7.7	-3.2	3.5	2.4	-2.2	1.4	2.3	5.7	8.3	1.8	-12.3
- O=c1[nH]c(Nc2nc3ccccc3o2)nc2c1CCCC2
→ 3.2	4.8	11.9	-1.6	4.6	-1.8	0.5	-1.7	-26.5	-1.9	0.5
- O=C(COC(=O)CNC(=O)c1ccc(Cl)cc1)Nc1ccc(Cl)cc1C(F)(F)F
→ -14.4	-3.6	6.9	3.5	-4.2	0.6	1.5	-2.8	-16.2	1.5	-3.2
- N/C(=N\OC(=O)C1CCCCC1)c1ccc(Br)cc1
→ 14.1	-2.5	-7.7	1.2	7.7	2.2	1.3	-11.4	7.0	1.0	8.9
- COc1ccc(S(=O)(=O)N2CCCOC2CNC(=O)C(=O)NCCc2ccco2)cc1 (stereo not drawn)
→ 8.2	-3.1	0.7	-3.3	170.2	1.4	0.9	0.7	0.6	-0.6	14.8
- Cc1ccc(CN2CCN(Cc3cccc(-n4cccn4)c3)CC2CCO)cc1 (stereo not drawn)
→ 0.0	0.8	-5.9	2.9	-22.9	1.1	2.2	1.9	-2.2	-0.3	10.9
- O=c1c(C(c2ccc(Cl)cc2)c2c(O)nc3n(c2=O)CCS3)c(O)nc2n1CCS2
→ -5.3	-5.2	-4.3	5.1	-7.9	0.1	1.9	-1.2	0.5	2.0	-1.1
- COc1cc(OC)cc(-c2nnc(SCc3cccc(C(=O)O)c3)o2)c1
→ -6.6	-0.7	-2.9	1.6	2.5	-0.8	-0.9	2.5	-20.5	-1.3	5.3
- CCN(c1cccc(C)c1)S(=O)(=O)c1ccc2c(c1)oc(=O)n2C
→ -1.8	-3.0	5.0	2.2	-8.8	0.6	5.2	-0.9	10.6	-3.0	-10.1
- COCCCNC(=O)Cn1cnc2sc(C)c(S(=O)(=O)N3CCN(c4ncccn4)CC3)c2c1=O
→ -0.9	5.6	-3.7	0.4	-3.4	-1.3	2.1	0.6	-11.0	-1.8	-7.0
